# From PubChem
# PTAP TSG101 blk = qHTS Assay for Iinhibitors of HIV-1 Budding by Blocking the Interaction of PTAP/TSG101 | 340,000 tested, under 10 active | Tumor susceptibility gene 101 protein (Homo sapiens), Q99816 | Fluorescence polarization, FITC-PTAP peptide / Tsg101 binding | Potency, µM (series often up to 115 µM), for inactives: at the highest dose activity change, negative = inhibition, most hits filed as inhibitors; active = well fitted inhibition curve with a large enough effect in the main read-out, with a control signal flat, not every such curve was filed as active; inconclusive = small, poorly fitted or top-dose-only effect, or effect the other way, or a change in a side signal; inactive = no such curve, though single readings can be large or run the other way; also: potency is read from the fitted curve at half-maximal effect; % of control where 0% means no effect
# Target sequence (Q99816 whole entry, looked up): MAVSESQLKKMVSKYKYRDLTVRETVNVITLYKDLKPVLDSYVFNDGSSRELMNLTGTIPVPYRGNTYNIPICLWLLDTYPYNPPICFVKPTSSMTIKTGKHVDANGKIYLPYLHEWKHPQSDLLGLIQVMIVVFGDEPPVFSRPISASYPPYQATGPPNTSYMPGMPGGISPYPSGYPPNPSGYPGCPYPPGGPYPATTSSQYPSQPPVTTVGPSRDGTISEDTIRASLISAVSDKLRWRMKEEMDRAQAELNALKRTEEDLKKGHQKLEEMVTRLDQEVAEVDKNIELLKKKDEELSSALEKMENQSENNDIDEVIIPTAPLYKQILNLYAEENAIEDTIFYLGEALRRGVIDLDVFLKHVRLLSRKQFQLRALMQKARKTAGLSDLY
#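 FP read-out: FITC-PTAP peptide, 50 nM final, binding Tsg101 binding domain, 10 uM final; 20 min, r.t.; 10 mM HEPES pH 7.5, 0.15 M NaCl, 0.01% Tween 20, 3 mM EDTA, 0.1 mM TCEP.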
# ELG1 repair inh = qHTS screen for small molecules that inhibit ELG1-dependent DNA repair in human embryonic kidney (HEK293T) cells expressing luciferase-tagged ELG1. 330,000 tested, 2.3% active. Potency, µM (titrated, usually from 46.1 µM), inactives show at the highest dose activity change, negative = inhibition, usual class: inhibitors. AID 504467, 2011. HEK293T ELG1-luciferase reporter, luminescence, 16 h; DNA damage induced by 5-fluorouridine; also: potency is read from the fitted curve at half-maximal effect; % is scaled to controls: 0 for no effect and ±100 for the full control effect; nearly all actives have a fitted effect of over 55% in size
#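 DMSO vehicle served as the neutral condition. Each well held 2,000 cells given 5-fluorouridine plus compound; after 16 hr at 37 °C/5% CO2, ONE-Glo was added and luciferase measured 30 min later.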
# TRPV1 ag = HTS Assay for Compounds that Act as Agonists of the Vanilloid Receptor 1 | 320,000 tested, 0.19% active | Transient receptor potential cation channel subfamily V member 1 (Homo sapiens), Q8NER1 | activation, % at 8.33 µM | TRPV1-expressing cells, Fluo-8 calcium influx, agonist mode; in the data active = activation above about 80%; inconclusive = between about 30% and that limit; also: 0% is about no effect
#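 Fluo-8 calcium influx in TRPV1-expressing cells, kinetic read (ex 480/em 520 nm). Compound added and read 3 min for agonist activity, followed by capsaicin at EC20 final and 2 min further read for enhancement.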
# AT treatment = qHTS Assay for Identifying a Potential Treatment of Ataxia-Telangiectasia; […] A-T fibroblasts, KAP-1 phosphorylation AlphaLISA; neocarzinostatin DNA damage 30 min before lysis; Potency, µM (titrated, usually from 57.5 µM), for the others: at the top dose activation, hits mostly activators; 320,000 tested, 0.19% active; AID 485349, 2010; also: potency is read from the fitted curve at half-maximal effect; % of control where 0% means no effect; nearly all actives have a fitted effect of over 45% in size
#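 ATM-like activity read as KAP-1 phosphorylation via AlphaLISA donor/acceptor antibody pairs after lysis and 6 hr at 25C. Cells were ATM-null patient fibroblasts ([…], hTERT), dosed 60 min, then exposed to the DSB inducer NCS for 30 min.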
# Integrin act MD = qHTS for Activators of Integrin-Mediated Alleviation for Muscular Dystrophy | Potency, µM (doses to about 38.3 µM), without a hit: at the top dose activation, hits mostly activators | 350,000 tested, 0.064% active | alpha7betagal myoblasts, beta-gal FDG fluorescence, 48 h;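 also: potency is read from the fitted curve at half-maximal effect; 100% = response of the positive control SU9516; nearly all actives have a fitted effect of over 60% in size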
#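 alpha7betagal+/- myoblasts (passage 13, 250/well) treated 48 h at 37C with compounds at 1:260 dilution of DMSO stock. Lysed, then beta-galactosidase activity read as FDG fluorescence (ex 480/em 540) after 30 min, with pre-read for autofluorescence.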
# p53 reactivator = qHTS assay for re-activators of p53 using a Luc reporter; H1299 p53-A138V BP100-luciferase reporter, luminescence, 24 h; Potency, µM (series often up to 92.2 µM), without a hit: at the highest dose activity change, positive = activation, hits mostly activators; 320,000 tested, 0.063% active; AID 504706, 2011; also: potency is read from the fitted curve at half-maximal effect; % of control where 0% means no effect; nearly all actives have a fitted effect of over 45% in size
#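 p53-null H1299 cells stably carrying temperature-sensitive p53-A138V and a BP100-luciferase reporter were pinned with compounds (4-point, 1:5 series) and held 24 hrs at 37 deg C. Luminescence was read 10 min after detection reagent.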
# BRCA1 expr act = qHTS Assay to Identify Small Molecule Activators of BRCA1 Expression | Potency, µM (highest dose often 46.1 µM), without a hit: at the top dose activation, hits mostly activators | MCF7-BRCA1-FFLuc reporter, luminescence, 48 h; response scale: scaled: vehicle 0%, 10 µM genistein 100% | 380,000 tested, 1.1% active; also: potency is read from the fitted curve at half-maximal effect; nearly all actives have a fitted effect of over 80% in size; some results filed as inactive show a strong effect at the top dose
#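 Cells: MCF7-BRCA1-FFLuc, 2000/well. Exposure: 48 h, 37 °C, 5% CO2. Read: luminescence, 15 min post-substrate. Controls: genistein 10 microM (maximal activation), DMSO (neutral).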
# MLL CXXC-DNA inh = qHTS Fluorescence Polarization Assay for Inhibitors of MLL CXXC domain - DNA interaction; MLL-CXXC / FITC-HOXA9 DNA fluorescence polarization; Potency, µM (doses to about 115 µM), for inactives: at the top dose activity change, negative = inhibition, hits mostly inhibitors; 290,000 tested, 0.037% active; AID 2662, 2010; active = well fitted inhibition curve with a large enough effect in the polarisation, with a control signal flat, not every such curve was filed as active; inconclusive = small, poorly fitted or top-dose-only effect, or effect the other way, or a change in a side signal; inactive = no such curve, though single readings can be large or run the other way; the % refers to the polarisation; also: potency is read from the fitted curve at half-maximal effect
#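 Purified MLL-CXXC (added from a 7 uM solution) was preincubated 5 min at ambient with pinned compounds in 50 mM Tris-HCl pH 7.5, 50 mM NaCl, 1 mM DTT, 0.05% BSA. Fluorescein-labeled HOX-A9 DNA (50 nM solution) followed, 30 min, then polarization read.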
# B2AR arrestin = qHTS assay of beta-arrestin-biased ligands of beta2-adrenergic receptor. Potency, µM (titrated, usually from 46.1 µM), for inactives: at the top dose activation, actives largely listed as activators. 330,000 tested, 0.02% active. beta-arrestin recruitment to beta2AR, cell-based reporter. Beta-2 adrenergic receptor (Homo sapiens), P07550. AID 492947, 2010;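 also: potency is read from the fitted curve at half-maximal effect; 0% = DMSO controls and full agonism = EC100 isoproterenol or metaproterenol; nearly all actives have a fitted effect of over 65% in size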
# Target sequence (P07550 whole entry, looked up): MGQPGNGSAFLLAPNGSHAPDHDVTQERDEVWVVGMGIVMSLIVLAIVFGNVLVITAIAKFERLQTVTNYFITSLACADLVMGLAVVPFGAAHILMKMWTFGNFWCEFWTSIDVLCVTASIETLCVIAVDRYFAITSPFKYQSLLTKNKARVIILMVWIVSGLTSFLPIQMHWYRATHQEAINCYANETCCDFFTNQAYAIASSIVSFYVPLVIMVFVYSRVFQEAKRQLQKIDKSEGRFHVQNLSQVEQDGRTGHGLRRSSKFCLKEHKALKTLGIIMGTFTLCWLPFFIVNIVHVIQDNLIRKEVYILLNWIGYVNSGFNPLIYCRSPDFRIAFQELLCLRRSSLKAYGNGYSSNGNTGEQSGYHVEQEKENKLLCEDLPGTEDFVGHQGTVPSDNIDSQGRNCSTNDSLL
# TCR activator = Activators of T cell receptors: qHTS campaign. primary human leukocytes, anti-CD3, IL-2 HTRF, 48 h. Potency, µM (highest dose often 9.22 µM), for inactives: at the top dose activation of IL-2 secretion, usual class: activators. 330,000 tested, under 10 active. AID 504894, 2011; also: % of control where 0% means no effect
#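 1) Mix primary human leukocytes, a-CD3 beads and compound. 2) Incubate 48 hr. 3) Add HTRF IL-2 reagents (a-IL-2-K, a-IL-2-d2).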
# The depositor's hits bear a star; ? = inconclusive; nt = not tested or not shown; [ ] = remark or other dose. Unless noted, calls follow the shape of the dose curve; as a rule, active = well fitted curve in the direction sought with a large enough effect; inconclusive = small, poorly fitted or top-dose-only effect, or another doubt; inactive = no such curve, though single readings can be large; an effect the other way counts as inactive or inconclusive.
SMILES,PTAP TSG101 blk,ELG1 repair inh,TRPV1 ag,AT treatment,Integrin act MD,p53 reactivator,BRCA1 expr act,MLL CXXC-DNA inh,B2AR arrestin,TCR activator
O=C(O)c1sccc1Oc1ccc(NS(=O)(=O)c2ccc(Cl)cc2)cc1,-1%,-4%,0,-2%,-22%,6%,-15%,2%,-0.5%,-10%
CC1c2ccccc2-c2ccccc2N1C (stereo not given),0%,nt,nt,nt,0%,nt,29%,nt,nt,-3%
CN1C(C(=O)Nc2ccc(OC(F)(F)F)cc2)=CC(c2cccs2)=NS1(=O)=O,-4%,13%,-3,-1%,-13%,13%,2%,-4%,0.3%,-4%
COC(=O)Cc1ccc(NC(=O)c2ccccc2Br)cc1,-2%,?,0,-4%,0%,0%,-38%,?,0.0%,2%
O=C(N/N=C1/CCCc2ccccc21)c1cc([N+](=O)[O-])cc([N+](=O)[O-])c1,nt,2%,0,2%,nt,-1%,nt,10%,-0.1%,nt
COc1cccc(NC(=O)CN(C)C(=O)CSc2nc3ccccc3s2)c1,1%,?,-5,11%,-8%,-1%,-15%,nt,0.3%,10%
COCCCn1c(=O)c2sccc2n(Cc2cc(C(=O)OC)ccc2OC)c1=O,0%,-4%,0,11%,-19%,-49%[inhibitor],-10%,-10%,0.0%,6%
COc1ccc(-n2c(CCc3ccccc3)nnc2SCC(=O)c2ccccc2)cc1,-2%,-10%,?,10%,13%,-7%,-41%,4%,4.0%,2%[46.1 µM]
CC(C)(C)c1ccc(C(=O)n2cnc3ccccc32)cc1,-7%,?,4,3%,-36%,-2%,19%,2%,0.3%,nt
NC(=O)NC(=O)COC(=O)c1cccc(S(=O)(=O)N2CCCCCC2)c1,-2%,6%,3,-32%,10%,4%,17%,-23%,0.0%,2%
COc1ccc(/C=N/N2C(=O)CSC2=S)cc1Br,17%,0%,17,-1%,26%,15%,-30%,nt,-0.2%,6%
COc1nc(NC2CCCCC2)nc(N2CCCCCC2)n1,0%,-7%,?,33%,-7%,18%,-16%,-4%,-1.0%,1%[46.1 µM]
COc1ccc(-c2nc3ccc(C)cn3c2NCc2ccccc2)cc1SC1CCCCC1,-8%,?,?,?,-43%,-6%,-32%,nt,0.1%,-3%
CC(=O)c1ccc(NC(=O)Nc2cccnc2)cc1,-1%,?,0,16%,-12%,28%,95%,9%,0.3%,4%
Clc1ccccc1CSc1cc2c(nn1)-c1ccccc1CC2,0%,?,8,3%,-8%,?,4µM*,0%,0.5%,2%
CCOc1nnnc2c1sc1nc(N3CCOCC3)c3c(c12)CCCC3,2%,-2%,17,nt,6%,2%,8%,-5%,0.2%,-6%
C/C(=N\NC(=O)CC(C)C)c1ccc(N2CCCCC2)cc1,-4%,?,-1,-9%,-12%,?,81%,2%,6.8%,-8%[46.1 µM]
CN(C)CCNC(=O)CNC(=S)N(Cc1ccccc1)Cc1ccccc1F,-3%,26%,5,0%,-2%,4%,1%,9%,-0.9%,-5%
CN(CC(=O)Nc1ccc(S(=O)(=O)N(C)C)cc1)Cc1ccc(C(F)(F)F)cc1,-2%,?,11,-1%,12%,-5%,-19%,0%,0.4%,nt
O=C(c1cnn(-c2cccc(F)c2)c1)c1ccccc1O,-10%,?,19,17%,?,?,?,-4%,-0.8%,4%
Cc1sc2nc(-c3cccnc3)[nH]c(=O)c2c1-c1ccccc1,-2%,1%,10,18%,-7%,-2%,0%,-2%,0.0%,-1%
CCn1cc(C(=O)OC(C)C(=O)Nc2c(C)n(C)n(-c3ccccc3)c2=O)c(=O)c2ccc(C)nc21 (stereo not given),-1%,?,-3,3%,8%,10%,-21%,2%,0.2%,-3%
CCOC(=O)c1csc(NC(=O)c2cc(-c3ccccn3)nc3ccccc23)n1,0%,-14%,nt,2%,-14%,-5%,-19%,nt,-0.2%,3%
O=C(CSc1ccsc1[N+](=O)[O-])NCc1ccco1,-10%,21%,5,5%,12%,6%,-2%,-3%,-0.4%,-3%
O=C(CCCCCn1c(=S)[nH]c2ccc(Br)cc2c1=O)NCC1CCCO1 (stereo not given),-2%,-15%,6,3%,-15%,-2%,-3%[1.84 µM],-6%,0.5%,-5%

# Next part; the last two above are carried over.
SMILES,PTAP TSG101 blk,ELG1 repair inh,TRPV1 ag,AT treatment,Integrin act MD,p53 reactivator,BRCA1 expr act,MLL CXXC-DNA inh,B2AR arrestin,TCR activator
O=C(CSc1ccsc1[N+](=O)[O-])NCc1ccco1,-10%,21%,5,5%,12%,6%,-2%,-3%,-0.4%,-3%
O=C(CCCCCn1c(=S)[nH]c2ccc(Br)cc2c1=O)NCC1CCCO1 (stereo not given),-2%,-15%,6,3%,-15%,-2%,-3%[1.84 µM],-6%,0.5%,-5%
CCSc1ncnc2c1sc1nc(-c3ccco3)c3c(c12)CC(C)(C)OC3,nt,-1%,-5,-6%,nt,5%,nt,1%,0.6%,nt
CCOC(=O)CCC(NC(=O)CCC(=O)NC(CCC(=O)OCC)C(=O)OCC)C(=O)OCC (stereo not given),-9%,10%,-3,1%,13%,-2%,-14%,-1%,-0.2%,0%[46.1 µM]
CCOC(=O)C1CCN(C(=O)c2cccnc2Cl)CC1,-5%,11%,-2,-6%,-8%,14%,0%,-5%,-0.3%,-7%
COC(=O)c1ccc(CN(C)S(=O)(=O)c2cccs2)cc1,-3%,?,3,-10%,-5%,24%,?,-12%,0.0%,1%
COc1ccc(Cl)cc1NC(=O)CN(C)C(=O)C1COc2ccccc2O1 (stereo not given),-1%,-18%,nt,0%,22%,7%,-57%,nt,-0.7%,-4%
COc1nc(OC)nc(Oc2ccc([N+](=O)[O-])cc2Cl)n1,-6%,-7%,-1,5%,-33%,2%,-19%,-4%,?,-1%[46.1 µM]
CS(=O)(=O)Nc1ccc(-c2nnc3n2CCCCC3)cc1,-4%,1%,-1,-17%,17%,4%,20%,-9%,0.3%,-7%
O=C(NCc1ccc2c(c1)OCO2)C1CCCN(S(=O)(=O)c2cccc3nonc23)C1 (stereo not given),5%,-28%,-2,3%,0%,-2%,-1%,35%[activator],-0.3%,-3%
CC1CN(S(=O)(=O)c2ccc(NC(=O)CCN3C(=O)c4ccccc4C3=O)cc2)CC(C)O1 (stereo not given),-4%,-13%,0,-4%,-10%,11%,0%,-1%,-0.4%,2%
COc1ccc(S(=O)(=O)N2CCC(C(=O)NCCN3CCOCC3)CC2)cc1C,-3%,13%,2,-5%,5%,0%,-1%,3%,-0.3%,4%
COc1ccc(OCC(=O)NCc2ccc(Cl)cc2)cc1,1%,-1%,?,13%,?,nt,-3%,-7%,-0.8%,-4%
C#CCSc1nnc(-c2c[nH]c3ccccc23)n1C,-9%,3%,1,-1%,23%,9%,-19%,6%,-0.1%,1%
Cc1ccc2c(c1)N(C(C)C(=O)NCCc1ccccc1)C(=O)CO2 (stereo not given),-2%,?,-2,0%,9%,7%,42%,-1%,-0.2%,0%
O=C1N[C@H](Cc2c[nH]c3ccccc23)COC(=O)[C@H](Cc2ccc(F)cc2)C/C=C\C[C@H]1CC(=O)N(CCO)Cc1ccccc1,-4%,?,nt,4%,-12%,-5%,-59%,nt,-0.2%,6%

# One compound at a time (already shown). Order of screens: PTAP TSG101 blk | ELG1 repair inh | TRPV1 ag | AT treatment | Integrin act MD | p53 reactivator | BRCA1 expr act | MLL CXXC-DNA inh | B2AR arrestin | TCR activator
# `CS(=O)(=O)Nc1ccc(-c2nnc3n2CCCCC3)cc1` is entered as -4% | 1% | -1 | -17% | 17% | 4% | 20% | -9% | 0.3% | -7%
# `O=C1N[C@H](Cc2c[nH]c3ccccc23)COC(=O)[C@H](Cc2ccc(F)cc2)C/C=C\C[C@H]1CC(=O)N(CCO)Cc1ccccc1` is entered as -4% | ? | nt | 4% | -12% | -5% | -59% | nt | -0.2% | 6%
# `COc1nc(OC)nc(Oc2ccc([N+](=O)[O-])cc2Cl)n1` is entered as -6% | -7% | -1 | 5% | -33% | 2% | -19% | -4% | ? | -1%[46.1 µM]
# `COc1ccc(Cl)cc1NC(=O)CN(C)C(=O)C1COc2ccccc2O1` (stereo not given) is entered as -1% | -18% | nt | 0% | 22% | 7% | -57% | nt | -0.7% | -4%
# `O=C(NCc1ccc2c(c1)OCO2)C1CCCN(S(=O)(=O)c2cccc3nonc23)C1` (stereo not given) is entered as 5% | -28% | -2 | 3% | 0% | -2% | -1% | 35%[activator] | -0.3% | -3%
